# Screening results from PubChem BioAssay.
# GSK3B inh: human GSK3beta kinase inhibitors, primary screen, biochemical, cell-free homogeneous, HTS. activity score (negative = inhibition), % at 10 µM. hit rate 0.038% among 300,000. GST-GSK3beta kinase, ADP-Glo luminescence, 60 min; active compounds read low;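 active means more than half of replicate wells score below -50%, meaning over 50% inhibition versus plate controls; inconclusive means some replicates but at most half score below -50%; inactive means no replicate scores below -50%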;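 further: 0% = median DMSO wells and -100% = median GW8510 positive control wells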
# Target sequence (P49841 whole entry, looked up): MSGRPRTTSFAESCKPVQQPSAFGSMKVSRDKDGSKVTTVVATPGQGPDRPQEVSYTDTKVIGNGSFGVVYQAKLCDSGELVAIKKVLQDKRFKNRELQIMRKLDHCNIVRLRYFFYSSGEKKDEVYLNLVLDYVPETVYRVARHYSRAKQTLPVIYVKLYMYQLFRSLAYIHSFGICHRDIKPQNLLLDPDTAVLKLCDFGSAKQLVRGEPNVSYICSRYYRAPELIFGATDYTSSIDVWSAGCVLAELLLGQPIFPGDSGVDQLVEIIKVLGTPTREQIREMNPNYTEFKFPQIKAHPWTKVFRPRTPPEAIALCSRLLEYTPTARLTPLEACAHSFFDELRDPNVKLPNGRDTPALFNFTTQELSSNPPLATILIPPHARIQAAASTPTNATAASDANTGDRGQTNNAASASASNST
#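 Test system – GST-tagged human GSK3beta kinase, cell-free · Incubation – 60 min enzyme reaction, room temperature · Signal – ADP-Glo luminescence · Also added – peptide substrate and ATP at 25 µM · Controls – DMSO neutral wells and GW8510 at 20 µM as positive · Buffer or medium – Tris/MgCl2 kinase buffer · Measure – Luminescence-derived activity versus plate DMSO and GW8510 wells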
# IEC-6 cytotox: cytotoxicity in IEC-6 intestinal epithelial cells, primary screen, cytotoxicity control for KLF5 inhibitor project, cell-based, luminescence; inhibition, % at 5 µM; IEC-6 cytotoxicity, luminescence viability; hit rate 0.78% among 290,000; AID 1825, 2009; in the data active means inhibition above about 22%;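 further: 0% = plate median of test compound wells and 100% = cytotoxic reference compound wells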
# GSK3 alpha inh: blockers of GSK3A enzyme activity – biochemical, luminescence, cell-free homogeneous, HTS, primary screen. Glycogen synthase kinase-3 alpha (Homo sapiens), P49840. GSK-3 alpha kinase, ADP-Glo luminescence, 60 min. inhibition, % at 10 µM. hit rate 0.1% among 320,000. AID 2650, 2010;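 in the data active means inhibition above about 50%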;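 further: GST-tagged GSK-3 alpha with peptide substrate and 25 µM ATP; 0% = DMSO neutral wells and 100% = GW8510 positive control wells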
# Target sequence (P49840 whole entry, looked up): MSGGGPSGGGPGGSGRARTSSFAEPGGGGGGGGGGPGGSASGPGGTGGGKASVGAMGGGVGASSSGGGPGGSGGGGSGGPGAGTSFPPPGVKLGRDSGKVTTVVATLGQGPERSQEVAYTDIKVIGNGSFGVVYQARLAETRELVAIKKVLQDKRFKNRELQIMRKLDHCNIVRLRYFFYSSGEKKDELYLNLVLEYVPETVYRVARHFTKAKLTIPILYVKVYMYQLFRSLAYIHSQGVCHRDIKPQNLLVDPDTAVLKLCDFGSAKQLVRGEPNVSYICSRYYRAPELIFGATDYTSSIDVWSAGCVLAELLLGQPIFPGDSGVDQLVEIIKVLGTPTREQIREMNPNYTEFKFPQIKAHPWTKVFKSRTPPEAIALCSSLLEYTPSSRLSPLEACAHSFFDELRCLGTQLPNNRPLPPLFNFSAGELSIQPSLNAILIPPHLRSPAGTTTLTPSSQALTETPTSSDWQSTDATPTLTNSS
# HSF1 inh: HSF1 inhibitors in luciferase reporter cells, primary screen, cell-based, NIH3T3, luminescence; hit rate 0.77% among 300,000; NIH3T3-HGL HSE-luciferase, MG132-induced, luminescence 8 h; active compounds read low; activity change, negative = inhibition, % at 7.5 µM (by protocol);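 active means more than half of replicate wells show activity change below -50%, luminescence cut by over half; inconclusive means some wells, but at most half, below -50%; inactive means no replicate well below -50%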;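 further: luciferase reports HSF-1 transcriptional activity via heat shock element; 0% = median of DMSO wells and -100% = zero luminescence signal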
# HSP90 inh: HSP90 inhibitors, primary screen, cell lysate, luminescence; inhibition, % at 5.6 µM; Rabbit reticulocyte lysate, luciferase refolding luminescence, 3 h; hit rate 0.91% among 290,000;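 active means inhibition above the screen-wide mean plus 3 SD, computed separately per campaign, cut at about 16% in these data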;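 further: 0% = DMSO wells and 100% = 60 µM geldanamycin wells; inhibitors lower the luminescence because luciferase stays unfolded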
# HIF activator: HIF pathway transcriptional activators, primary screen, cell-based, U2OS HRE-luciferase, luminescence. U2OS HRE-luciferase reporter; normalized: DMSO 0%, desferrioxamine 100%. activation, % at 7.5 µM (by protocol). hit rate 0.32% among 300,000. AID 1910, 2009;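 active means mean activation of at least 10% of the iron chelator positive control signal, with at least half of replicates also reaching 10%; inconclusive means mean and replicate majority disagree about reaching 10%; inactive means mean and most replicates under 10%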
# HSF-1 act: HSF-1 activators, primary screen, NIH3T3-HGL cells, MG132 stress, luminescence, single point | activation, % at 9 µM | AID 504408, 2011 | NIH3T3-HGL HSF-1 luciferase reporter, 8 h; 100% = twice DMSO control signal | hit rate 1.7% among 300,000;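 active means mean replicate activation of at least 50% with a set share of replicates each reaching 50%; inconclusive means only one of those two conditions met; inactive means mean below 50% and too few replicates reaching it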;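 further: 0% = median of the neutral control wells and 100% = twice that signal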
# KLF5 inh: KLF5 expression inhibitors, primary screen, DLD-1 cells, luminescence; DLD-1 KLF5 promoter-luciferase reporter; inhibition, % at 5 µM; hit rate 0.23% among 290,000;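 active means inhibition above a per-plate limit of that plate's mean compound inhibition plus 3 SD, cut at about 60% in these data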;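 further: 0% = DMSO wells and 100% = LY294002 at 200 µM; higher means less KLF5 promoter-driven luciferase light; inactives centre near -14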
# aSyn 5UTR inh: MLPCN primary screen, SNCA 5' untranslated region; alpha-synuclein 5'UTR reporter, inhibitor activity; inhibition, % (tested at 7.5 µM); hit rate 0.82% among 300,000; AID 1813, 2009; in the data active means inhibition above about 60%; inconclusive means no clear call, values can overlap the other calls;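 further: H4 neuroglioblastoma cells stably carrying SNCA 5'UTR luciferase fusion; 0% = DMSO wells and 100% = positive control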
# AI-2 QS mod: Vibrio harveyi AI-2 quorum sensing modulators, primary screen, JMH597 strain, luminescence/OD600 ratio; hit rate 0.4% among 300,000; AID 2094, 2009; Vibrio harveyi JMH597 AI-2 luminescence/OD600 ratio, 9 h; active compounds read low; strain lacks LuxN and CqsS sensors; 0 = neutral-control median; activity change, % at 7.5 µM; in the data active means activity change below about -75%, passing the limit was not always enough; inconclusive means no clear call, values can overlap the other calls;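 further: luminescence divided by OD600 gain over 9 h not by final OD600 alone; inactives centre near 13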
# * hit, by the source's call; ? = inconclusive; . = not tested or not shown.
SMILES,GSK3B inh,IEC-6 cytotox,GSK3 alpha inh,HSF1 inh,HSP90 inh,HIF activator,HSF-1 act,KLF5 inh,aSyn 5UTR inh,AI-2 QS mod
COc1ccc(OC)c(N(CC(=O)N2CCCC2)S(C)(=O)=O)c1,-3,4,-2,-5,0,0.5,5,-6,-13,-5
CS(=O)(=O)c1ncc(Cl)c(C(=O)Nc2ccc(OC(F)F)cc2)n1,3,99*,-2,-91*,-1,-1.8,-91,-6,-49,?
CCOC(=O)C1=C(C)OC(N)=C(C#N)C1c1ccc(OC)c(C)c1OC (stereo not drawn),-6,3,1,.,4,-0.1,.,-21,9,19
O=C(Nc1ccc2[nH]c(=O)[nH]c2c1)c1ccc(Cl)c(Cl)c1,3,-2,-1,17,1,-0.2,33,6,11,1
CC(C)CN1CCN(CCCc2ccccc2)C(CCO)C1 (stereo not drawn),-2,4,-4,1,0,-1.1,-6,-6,-2,20
Cc1cccc(OCc2nnc(SCC(=O)OC3CCCCC3)o2)c1,-2,-1,-2,2,0,-0.8,31,-16,6,10
CCC(=O)OCCn1c(=O)c2ccccc2c2ccccc2c1=O,0,-6,0,2,2,-0.2,-1,-30,19,49
O=C1Cc2cc(S(=O)(=O)Nc3cccc([N+](=O)[O-])c3)cc3c2N1CCC3,1,6,-2,14,-2,-0.4,26,-14,-1,-2
COc1ccc(C(C)(C)C)cc1NC(=O)Nc1ccc2c(c1)OCO2,-2,6,-2,-34,-3,0.4,-39,0,9,29
Cc1cc(C)cc(OC(=O)C23CCC(C)(C(=O)O2)C3(C)C)c1 (stereo not drawn),-3,-3,-3,6,-4,0.0,2,-18,-3,3
O=[N+]([O-])c1ncn(Cc2c(Cl)cccc2Cl)n1,0,-4,.,-2,3,-0.6,4,-18,17,27
O=C(COc1ccc2ccccc2c1)NCCNC(=O)COc1ccc2ccccc2c1,1,0,-6,2,2,-0.1,11,-52,26,14
CC1([N+](=O)[O-])COC2(OC1)C(=O)Nc1ccccc12 (stereo not drawn),0,-1,-3,-4,-2,-0.2,11,-11,-16,22
Cc1c(CCOC(=O)C23CC4CC(CC(C)(C4)C2)C3)sc[n+]1CC(=O)c1ccccc1,-7,-8,8,9,8,-0.2,31,-16,5,31
CC(C)c1ccc(C2NC(C(=O)O)CS2)cc1 (stereo not drawn),-2,-1,-3,-7,-2,-0.2,-8,-17,0,4
Cc1oc(-c2cccs2)nc1CS(=O)CC(=O)NCCCOC(C)C (stereo not drawn),2,2,-2,-2,2,-0.1,3,-42,6,20
COc1ccc(Cl)cc1Nc1nc(-c2cccnc2)cs1,-3,8,2,-4,-5,-1.0,20,-47,-4,25
CCCC(=O)NNC(=O)c1ccoc1C,-1,7,-1,-4,4,-0.3,-1,-3,-27,23
O=C(COC(=O)CNC(=O)c1ccco1)Nc1ccccc1OC(F)F,-4,-1,0,0,-1,-0.3,-22,-7,-10,-6
CN(CCn1ccnc1)Cc1cn(Cc2ccccc2)nc1-c1ccc2c(c1)OCO2,0,0,-1,8,2,0.4,13,-30,1,7
Cc1cc(=O)oc2cc(OC(C)C(=O)NC3CCN(Cc4ccccc4)CC3)ccc12 (stereo not drawn),-3,1,2,-1,0,-0.5,4,-20,-3,22
COc1cc(C)c(Cl)cc1S(=O)(=O)NCc1ccncc1,1,1,.,1,1,0.2,10,-29,5,0
CC[C@@H]1[C@H]2CCCC(=O)N3CC[C@@H](C[C@@H]1OC(=O)NCc1ccccc1)[C@@H]23,-3,0,-2,-1,-5,-0.8,-7,-35,11,7
CCC(CC)C(=O)NCc1ccc2c(c1)cc(C)n2C,1,-3,-5,-3,1,-0.1,6,-5,-13,20
CS(=O)(=O)N1CCN(c2ccc(NC(=O)c3ccc(-c4ccc(Cl)cc4)o3)cc2)CC1,0,-1,-2,-2,0,0.3,-3,-32,26,7
CCOP(=O)(OCC)C(NC(=O)Nc1ccc(Cl)cc1)C(N)=O (stereo not drawn),-4,-6,1,-2,-2,-0.2,-12,-33,-20,8
CCN(Cc1ccccc1)C(=O)COC(=O)Cn1cnc2ccccc21,-3,0,-1,-1,2,-0.4,-9,-27,-5,20
Cc1cccc(-c2cc3nc(-c4ccccc4)cc(=O)n3[nH]2)c1,0,21,1,21,-2,2.8,27,-157,-103,10
Cc1ccc(NC(=O)CSCC(=O)N2c3ccccc3CCc3ccccc32)cc1,5,2,-7,10,1,.,12,-27,7,0
COCCNC(=O)Cn1ccc2cc(S(=O)(=O)N3CCCCCC3)ccc21,-1,1,.,1,0,.,-1,-20,6,14

# Whole records, quoted from the list. Screens in order: GSK3B inh	IEC-6 cytotox	GSK3 alpha inh	HSF1 inh	HSP90 inh	HIF activator	HSF-1 act	KLF5 inh	aSyn 5UTR inh	AI-2 QS mod
# Cc1oc(-c2cccs2)nc1CS(=O)CC(=O)NCCCOC(C)C (stereo not drawn) across the screens: 2	2	-2	-2	2	-0.1	3	-42	6	20
# CS(=O)(=O)N1CCN(c2ccc(NC(=O)c3ccc(-c4ccc(Cl)cc4)o3)cc2)CC1 across the screens: 0	-1	-2	-2	0	0.3	-3	-32	26	7
# Cc1cccc(OCc2nnc(SCC(=O)OC3CCCCC3)o2)c1 across the screens: -2	-1	-2	2	0	-0.8	31	-16	6	10
# Cc1ccc(NC(=O)CSCC(=O)N2c3ccccc3CCc3ccccc32)cc1 across the screens: 5	2	-7	10	1	.	12	-27	7	0

# New compounds follow.
SMILES,GSK3B inh,IEC-6 cytotox,GSK3 alpha inh,HSF1 inh,HSP90 inh,HIF activator,HSF-1 act,KLF5 inh,aSyn 5UTR inh,AI-2 QS mod
CC1(C)NC(=O)N(CC(=O)OCC(=O)Nc2cc(S(=O)(=O)N3CCCCCC3)ccc2Cl)C1=O,1,0,-3,-1,-1,0.4,0,-22,22,36
O=C(CCCO)CCCCCCCCC[C@H]1N[C@H](CO)[C@@H](O)[C@@H]1O,2,1,-2,-8,2,-2.3,-5,-22,20,14
COc1ccc(OCCn2c(C)c(/C=N/n3cnnc3)c3ccccc32)cc1,-2,-4,3,0,1,-0.3,17,-20,17,5
COc1ccccc1Oc1ccc(S(=O)(=O)NCc2ccccn2)cc1,0,-2,-2,0,2,0.4,3,-17,-18,24
O=C(CSc1nc(O)cc(=O)n1C1CCCC1)Nc1cccc(Cl)c1Cl,-2,3,-4,17,1,-0.1,41,8,-50,24
Cc1ccc(-n2ncc3c2CC(C)(C)CC3NC(=O)CCCN2CCCC2=O)cc1 (stereo not drawn),-2,5,-4,-4,0,-0.3,-13,-9,-12,2
Cc1nnc(NC(=O)CSc2nnc(C)n2Cc2ccccc2)s1,-11,-4,-1,5,1,0.3,-6,-26,10,21
Cc1c(C)c2cc(Cl)c(OC(C)C(=O)NCCN3CCOCC3)cc2oc1=O (stereo not drawn),1,7,.,5,2,.,0,-2,17,12
CS(=O)(=O)N1CCN(C(=O)c2ccncc2)CC1,2,-3,-1,0,0,-0.1,-9,-17,14,11
O=C(Nc1nc(-c2ccc(F)c(F)c2)cs1)c1ccc(OCC2CCCO2)cc1 (stereo not drawn),0,7,1,-9,-3,-1.9,6,10,17,-1
Cc1cccc(Nc2nnc(SCc3cn4ccsc4n3)s2)c1,-4,6,0,0,4,0.3,1,-8,-23,20
COc1ccc2c(c1OC)C[N+]1([O-])CCc3cc4c(cc3C1C2)OCO4 (stereo not drawn),2,.,-1,2,.,-0.1,-15,.,20,37
Cn1c(=O)c2sccc2n2c(CCCC(=O)NC3CCN(Cc4ccccc4)CC3)nnc12,1,-4,-3,0,-9,-0.5,2,-14,9,26
Nc1c(N2CCCC2)c2ccccc2oc1=O,0,-2,11,-9,-1,0.3,12,-5,8,17
Cc1ccc(CSc2nnc(CCCCCNC(=O)OC(C)(C)C)o2)cc1,2,-6,-1,6,-1,14*,23,-1,8,4

# Arranged by molar mass (lowest first): 4 of the compounds above
SMILES,GSK3B inh,IEC-6 cytotox,GSK3 alpha inh,HSF1 inh,HSP90 inh,HIF activator,HSF-1 act,KLF5 inh,aSyn 5UTR inh,AI-2 QS mod
Cc1cccc(Nc2nnc(SCc3cn4ccsc4n3)s2)c1,-4,6,0,0,4,0.3,1,-8,-23,20
Cc1ccc(-n2ncc3c2CC(C)(C)CC3NC(=O)CCCN2CCCC2=O)cc1 (stereo not drawn),-2,5,-4,-4,0,-0.3,-13,-9,-12,2
O=C(Nc1nc(-c2ccc(F)c(F)c2)cs1)c1ccc(OCC2CCCO2)cc1 (stereo not drawn),0,7,1,-9,-3,-1.9,6,10,17,-1
CC1(C)NC(=O)N(CC(=O)OCC(=O)Nc2cc(S(=O)(=O)N3CCCCCC3)ccc2Cl)C1=O,1,0,-3,-1,-1,0.4,0,-22,22,36

# Carrying on:
SMILES,GSK3B inh,IEC-6 cytotox,GSK3 alpha inh,HSF1 inh,HSP90 inh,HIF activator,HSF-1 act,KLF5 inh,aSyn 5UTR inh,AI-2 QS mod
O=C(c1ccccc1F)N1CCN(c2ccc([N+](=O)[O-])cc2-n2cccc2)CC1,0,3,0,4,0,-0.5,11,-26,26,43
Cc1cc(N2CCCC2=O)ccc1S(=O)(=O)N1CCOCC1,1,-6,0,-8,3,-0.4,-3,2,-6,32
Cc1ccc(CNS(=O)(=O)c2c(C)[nH]c(C)c2C(=O)N2CCCC2)cc1,-2,2,0,5,-1,0.1,20,6,-11,0
CCOC(=O)Nc1sc(NS(=O)(=O)c2ccccc2)nc1C,0,-1,-3,9,-1,0.1,7,-21,-8,9
COc1ccc2oc(=O)c(C(=O)N3CCN(c4ccccc4)CC3)cc2c1,0,2,8,44,-1,0.7,82*,11,-68,18
NC(=O)N/N=C/c1cc(Br)ccc1OC(=O)c1ccccc1,1,-6,-1,14,-3,-0.3,17,-11,-4,22
Cc1cc2nnc(SCC(=O)NC3CCCCC3)n2c(N)n1,0,-2,0,-6,-4,-0.2,5,-56,13,16
CC(C)N1CCN(Cc2nc(-c3ccccc3)cs2)CC1CCO (stereo not drawn),3,1,-1,1,3,0.4,5,-25,-24,12
CCn1c(=O)cc(OCC(=O)NCCCN2CCC(C)CC2)c2ccccc21,0,1,-1,20,3,-0.1,46,-27,5,22
CN(C)CCNC(=S)Nc1ccccc1C(C)(C)C,4,2,-3,0,0,0.7,4,-21,14,23

# An unsorted share of the library, and some 4.7% of all compounds hit somewhere here.
